High-throughput results as filed in PubChem.
esBAF inh = SWI/SNF esBAF complex inhibition. mouse ES cells, Bmi1-luciferase knock-in reporter, 24 h; 100% = twice the neutral-well signal. reporter increase, % at 12.5 µM. actives 2% (n = 350,000). AID 602393; in the data active = activation above about 40%; inconclusive = no clear call, values can overlap the other calls;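 also: 0% = median of the plate's neutral control wells and 100% = double that signal; a rise in the Bmi1 reporter signal indicates esBAF inhibition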
ERp5 inh = inhibitors of human ERp5. actives 0.05% (n = 350,000). Q15084. ERp5 insulin aggregation, absorbance 650 nm, 90 min. inhibition, % at 9.99 µM;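 active = mean replicate inhibition above about 25%, with every replicate also reaching it, limit read from the data, passing the limit was not always enough; inconclusive = only one of those two criteria met; inactive = neither criterion met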
Target sequence (Q15084 whole entry, looked up): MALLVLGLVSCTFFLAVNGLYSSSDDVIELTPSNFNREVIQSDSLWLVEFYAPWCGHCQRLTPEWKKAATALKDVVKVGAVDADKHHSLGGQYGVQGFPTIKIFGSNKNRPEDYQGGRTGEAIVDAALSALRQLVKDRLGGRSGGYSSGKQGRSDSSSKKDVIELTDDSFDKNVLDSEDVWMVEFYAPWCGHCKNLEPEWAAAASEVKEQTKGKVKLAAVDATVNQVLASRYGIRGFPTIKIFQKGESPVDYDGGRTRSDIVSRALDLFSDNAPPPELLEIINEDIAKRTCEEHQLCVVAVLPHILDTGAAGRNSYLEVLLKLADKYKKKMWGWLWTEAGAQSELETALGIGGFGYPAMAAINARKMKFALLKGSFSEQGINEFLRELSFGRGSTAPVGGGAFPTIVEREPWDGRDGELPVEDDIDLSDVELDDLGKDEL
Cneo AK release = causes C. neoformans cell lysis | AID 651654 | actives 0.2% (n = 360,000) | adenylate kinase release luminescence, 4 h; normalised: neutral wells 0, clomiphene wells 100 | lysis activity, % at 15 µM;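 active = mean lysis activity across replicates of at least 80%, whatever share of replicates individually reach that level; inactive = mean lysis activity below 80%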
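Signal: Adenylate kinase release luminescence | Assay system: Log-phase Cryptococcus neoformans yeast cells | Input: Cells at 5 × 10^6 per mL | Buffer or medium: Fresh YPD growth medium | Compound: Single dose | Schedule: Static 4 h at 37 °C with compound, 1 h detection | Controls: Clomiphene | Read-out: Luminescence rise reflecting yeast cell lysis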
ARNT TACC3 PPI = ARNT/TACC3 interaction disruption; Q9Y6A5; AlphaScreen His-ARNT PAS-B/GST-TACC3 binding, luminescence; TACC3 fragment carries E629A point mutation; inhibition, % at 9.99 µM; actives 0.66% (n = 390,000); AID 623870;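 active = mean inhibition of replicates at least 50% and at least half of replicates each reaching 50%; inconclusive = half or more replicates reach 50% but mean below 50%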;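 also: 0% = complete ARNT plus TACC3 wells and 100% = ARNT alone without TACC3; many hits fall short of the cut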
SIRT5 inh = blocks human SIRT5 desuccinylation of peptide | Q9NXA8 | Purified SirT5, succinyl-peptide AMC, trypsin-coupled fluorescence | inhibition, % at 15 µM | actives 1.1% (n = 330,000); in the data active = inhibition above about 15%; inconclusive = no clear call, values can overlap the other calls
Target sequence (Q9NXA8 whole entry, looked up): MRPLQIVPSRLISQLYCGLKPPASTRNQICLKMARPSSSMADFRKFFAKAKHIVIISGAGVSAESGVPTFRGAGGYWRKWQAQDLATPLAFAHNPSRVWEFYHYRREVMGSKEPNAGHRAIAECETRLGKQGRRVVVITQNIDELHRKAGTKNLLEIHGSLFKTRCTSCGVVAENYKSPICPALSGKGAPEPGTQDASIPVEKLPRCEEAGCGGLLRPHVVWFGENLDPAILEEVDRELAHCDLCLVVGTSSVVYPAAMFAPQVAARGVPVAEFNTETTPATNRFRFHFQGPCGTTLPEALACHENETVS
C2C12 statin = suppressors of simvastatin-induced myotoxicity in C2C12 myotubes; ATP luminescence, 48 h; scaled: DMSO 0, geranylgeraniol control 100; rescue of ATP level, % at 7.49 µM; actives 0.78% (n = 330,000);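 active = mean ATP rescue above about 67%, or every replicate alone reaching that limit, limit read from the data, passing the limit was not always enough; inconclusive = no clear call, values can overlap the other calls; inactive = mean under the limit and some replicate under it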;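 also: myotubes were challenged with 10 µM simvastatin during compound exposure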
miR122 inh = inhibitors of miR-122 in Huh7 cells. actives 0.3% (n = 340,000). Huh7 miR-122 Renilla luciferase sensor, 48 h; neutral wells = 0, positive control = 100. activation (reporter increase), % at 12.5 µM. AID 602342;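 active = mean replicate activation score at least 90 and every replicate individually at or above 90; inconclusive = only one of the two criteria met; inactive = neither criterion met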;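 also: higher luciferase means less miR-122 activity so hits act as miR-122 inhibitors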
Starred values were filed as active, the others as inactive; ? = inconclusive; · = no result given; [ ] = dose if it differs, or a comment. The order is random (roughly 4% active in at least one column).

SMILES | esBAF inh | ERp5 inh | Cneo AK release | ARNT TACC3 PPI | SIRT5 inh | C2C12 statin | miR122 inh
O=C(CN1CCOCCOCCN(CC(=O)Nc2ccccc2)CCOCC1)Nc1ccccc1 | -3 | · | 1 | 2 | · | -1 | 3
COCCNC(=O)C(=O)c1c(-c2ccccc2)[nH]c2ccccc12 | -6 | -4 | 0 | -2 | -2 | -6 | -3
Cc1ccc(/C=C/C(=O)Nc2ccc(S(N)(=O)=O)cc2)o1 | · | 5 | · | -11 | -3 | · | ·
C[C@@H]1CCCCO[C@H](CN(C)C(=O)c2ccncc2)[C@H](C)CN([C@H](C)CO)C(=O)c2cc(NS(=O)(=O)c3ccc(Cl)cc3)ccc2O1 | 8 | -2 | 9 | 8 | 3 | · | 2[16.7 µM]
c1cnc2c(C3NCCc4c3[nH]c3ccccc43)cccc2c1 (stereo unspecified) | -5 | · | -1 | 3 | · | 2 | 5
C[C@@H]1CN([C@@H](C)CO)C(=O)c2cc(NS(=O)(=O)c3ccc(Cl)cc3)ccc2O[C@H]1CN(C)C(=O)Nc1ccc2c(c1)OCO2 | -2 | -6 | -4 | -7 | 3 | 0 | -13[16.7 µM]
Cc1ccc(S(=O)(=O)NCC[C@@H]2CC[C@@H](NC(=O)Nc3ccccc3F)[C@@H](CO)O2)cc1 | -2 | 3 | -1 | -9 | -1 | -2 | ·
Clc1ccc(-n2nnnc2SCc2c(-c3ccccc3)nc3sccn23)cc1 | -2 | · | 2 | -2 | · | 5 | 3
COc1ccc(NC(=O)CC(CC(=O)O)c2cc(OC)c(OC)c(OC)c2)cc1 (stereo unspecified) | -16 | 4 | -1 | -8 | 1 | 7 | 0
Cc1cc(C)c(Cn2c(=O)n(CCCC(=O)NCc3ccco3)c(=O)c3ccccc32)c(C)c1 | -1 | · | 0 | 0 | · | 20 | -3
CCOC(=O)C(CCC#N)(CCC#N)C(=O)OCC | · | · | 3 | 1 | · | · | -4
C[C@H](NC(=O)C[C@@H]1C=C[C@@H](NC(=O)C2CC2)[C@H](CO)O1)c1ccccc1 | 1 | 4 | -1 | -1 | -7 | -1 | ·
CSc1nc(Oc2cccc(C(F)(F)F)c2)cc(C(F)(F)F)n1 | -15 | · | 3 | 20 | · | -4 | -8
Cc1cccc2sc(NNC(=O)c3ccc(S(=O)(=O)N4CCCC(C)C4)cc3)nc12 (stereo unspecified) | -61 | -4 | 3 | 24 | 0 | ? | -6
COc1ccc(CC(=O)Oc2cc(C)ccc2C)cc1 | -4 | 0 | · | -1 | -3 | -5 | ·
O=C(CNc1ccccc1Cl)N/N=C1\CCCc2ccccc21 | · | 3 | · | 9 | -2 | · | ·
Clc1cccc(CNc2ccn3nc(-c4cccc(Cl)c4)cc3n2)c1 | 58* | -5 | 1 | · | · | 3 | 0
O=C1c2ccccc2C(=O)N1CC1c2ccccc2CCN1C(=O)CN1CCOCC1 (stereo unspecified) | · | -8 | · | -4 | -2 | · | ·
CC(=O)N1[C@H](CN(C(=O)c2ccccc2)C(C)C)[C@H](c2ccccc2)[C@@H]1CO | 3 | · | -2 | -7 | · | -13 | -12[16.7 µM]
Cc1ccc(OCCCC(=O)NC(C)c2ccccc2)cc1 (stereo unspecified) | 1 | · | 1 | -9 | · | 18 | 1
O=C(NCCOCc1ccccc1)C(c1ccccc1)c1ccccc1 | · | -10 | · | -23 | -3 | · | ·
C=CCNC(=O)C1CC(=O)N(c2ccc(OCC(=O)N3CCCC3)cc2)C1 (stereo unspecified) | 2 | 3 | 5 | -52 | -5 | -7 | 1
O=C(C[C@@H]1CC[C@@H]2[C@H](COC[C@H](O)CN2Cc2ccc3c(c2)OCO3)O1)N1CCCCC1 | 4 | · | -2 | 2 | · | 20 | -5[16.7 µM]
CC1(C)C(C=C(Cl)Cl)C1C(=O)N1CCN(Cc2ccccc2)CC1 (stereo unspecified) | -3 | 3 | 0 | 1 | -1 | · | ·
COc1ccc(Cn2cccc(NC(=O)Nc3ccc(F)cc3)c2=O)cc1 | · | 1 | · | 4 | -4 | · | ·
O=C1CN=C(Nc2cccc(C(F)(F)F)c2)N1C1CCCC1 | 5 | 4 | 0 | -8 | 1 | -3 | -5
O=C(CN1CCN(c2ccc(F)cc2)CC1)NCC1CCCO1 (stereo unspecified) | 13 | · | -6 | -5 | · | · | 0
C[C@@H]1CN([C@@H](C)CO)C(=O)Cc2cc(NS(=O)(=O)c3ccccc3)ccc2O[C@H]1CN(C)C(=O)Nc1cccc2ccccc12 | 3 | 15 | 1 | 14 | 6 | 10 | 13[16.7 µM]
CCOc1ccc(N(CC(=O)NCc2ccccc2)S(C)(=O)=O)cc1 | 25 | · | 2 | · | · | 4 | -10
O=C(NCCc1ccccc1)C1CCN(C(=O)c2ccc([N+](=O)[O-])cc2)CC1 | · | 13 | · | 0 | 1 | · | ·
Cc1c(C(=O)Nc2ccc(-n3cnnn3)cc2)oc2ccccc12 | 4 | · | 2 | -14 | · | 18 | 2
CO[C@@H]1CN(C)C(=O)c2ccc(NC(=O)C3CCCCC3)cc2OC[C@@H](C)N(Cc2cccnc2)C[C@H]1C | 1 | 6 | -3 | 1 | 6 | 8 | ·
COc1ccc2nc(SCC(=O)Nc3ccccc3C#N)[nH]c2c1 | 24 | · | 0 | -1 | · | -2 | 0
NN1C(=O)/C(=C\c2ccco2)SC1=S | · | 2 | 3 | · | 3 | · | -3
CCCc1nnc(-c2cc(OC)c(OC)c(OC)c2)o1 | · | 6 | · | -3 | -7 | · | ·
Oc1cccc(/C=N/Nc2ccc(Cl)nn2)c1O | -28 | 2 | -1 | 54* | -2 | 8 | -10
CCOC(=O)c1ccccc1NC(=O)CSc1ccc(-c2ccccn2)nn1 | · | 4 | -2 | 64* | 2 | · | -3
CCOC(=O)Cn1cc(/C=N/N2C(=O)C3C4C=CC(C4)C3C2=O)c2ccccc21 (stereo unspecified) | 2 | -3 | · | · | 2 | -8 | -6
O=C1CCC/C=C/C[C@@H](CC(=O)N(CCO)Cc2ccccc2)C(=O)NC[C@H](c2ccccc2)O1 | 6 | 1 | 8 | -1 | · | 23 | ·
COc1ccc(S(=O)(=O)Nc2ccc3c(c2)C(=O)N([C@H](C)CO)C[C@@H](C)[C@H](CN(C)S(=O)(=O)c2ccc(Cl)cc2)OCCCC[C@H](C)O3)cc1 | 0 | -1 | -15 | -5 | 20* | · | 0[16.7 µM]

The list goes on, overlapping the part above by four compounds.
SMILES | esBAF inh | ERp5 inh | Cneo AK release | ARNT TACC3 PPI | SIRT5 inh | C2C12 statin | miR122 inh
CCOC(=O)c1ccccc1NC(=O)CSc1ccc(-c2ccccn2)nn1 | · | 4 | -2 | 64* | 2 | · | -3
CCOC(=O)Cn1cc(/C=N/N2C(=O)C3C4C=CC(C4)C3C2=O)c2ccccc21 (stereo unspecified) | 2 | -3 | · | · | 2 | -8 | -6
O=C1CCC/C=C/C[C@@H](CC(=O)N(CCO)Cc2ccccc2)C(=O)NC[C@H](c2ccccc2)O1 | 6 | 1 | 8 | -1 | · | 23 | ·
COc1ccc(S(=O)(=O)Nc2ccc3c(c2)C(=O)N([C@H](C)CO)C[C@@H](C)[C@H](CN(C)S(=O)(=O)c2ccc(Cl)cc2)OCCCC[C@H](C)O3)cc1 | 0 | -1 | -15 | -5 | 20* | · | 0[16.7 µM]
CCC/C=N/Nc1nnc(Cc2ccccc2)c(=O)[nH]1 | 4 | 3 | -2 | 13 | -1 | -3 | 0
COC(=O)c1cn(Nc2ncc(C(F)(F)F)cc2Cl)c(=O)c2ccccc12 | -12 | · | -1 | -4 | · | -3 | 0
O=C(c1ccc(NC2=NC3CS(=O)(=O)CC3S2)cc1)N1CCN(c2ccccc2F)CC1 (stereo unspecified) | 1 | -1 | -1 | -2 | 3 | 4 | ·
CCN(CC)S(=O)(=O)c1cc(NC(=O)COc2ccc(C#N)cc2OC)ccc1C | 1 | -2 | 3 | 5 | 0 | 0 | 3
Cc1c(NC(=O)Nc2ccc(C#N)cc2)c(=O)n(-c2ccccc2)n1C | -7 | 0 | 1 | -6 | -2 | -7 | -2
CC(=O)NC(c1ccccc1)c1nc(-c2ccc(C)c(C)c2)cs1 (stereo unspecified) | -5 | 6 | -2 | · | · | -4 | 1
O=C(N[C@@H]1CC[C@@H](CCn2cc(-c3ccccn3)nn2)O[C@@H]1CO)c1cccnc1 | 3 | 2 | 1 | 81* | 2 | -2 | ·
Clc1ccc(SCCOCCN2CCCCCC2)cc1 | 2 | 3 | 8 | 3 | -3 | 11 | -2
O=C(NCC[C@H]1CC[C@H](NC(=O)C2CCC2)[C@@H](CO)O1)Nc1ccc(Cl)cc1 | 29 | 5 | -3 | -9 | 1 | -4 | ·
CO[C@@H]1CN(C)C(=O)c2ccc(NS(C)(=O)=O)cc2OC[C@H](C)N(C)C[C@H]1C | -1 | -7 | -2 | -2 | -1 | -1 | -5[16.7 µM]
COc1ccccc1NC(=O)C(C)OC(=O)c1nc2nc(C)cc(C)n2n1 (stereo unspecified) | -1 | 6 | 0 | -2 | -1 | 6 | 1
O=C(CCc1nc2ccccc2c(=O)[nH]1)OCC(=O)N1CCc2ccccc21 | · | -1 | · | -5 | -3 | · | ·
Cc1cc(C)c(S(=O)(=O)c2ccccc2)c(OC(=O)c2c(Cl)cc(Cl)cc2Cl)n1 | 8 | · | -1 | · | · | 9 | -1
Cc1ccc(S(=O)(=O)N2CCN(CC(=O)N/N=C\c3ccncc3)CC2)cc1 | 0 | 2 | 0 | -1 | -2 | -8 | -9
CC(=O)NC1C(OCc2ccccc2)OC2COC(C)(C)OC2C1O (stereo unspecified) | -2 | 3 | -3 | -2 | 3 | -5 | -4
COc1cc(C(=O)NC2CC3CCCC(C2)N3Cc2ccccc2)cc(OC)c1OC (stereo unspecified) | 2 | 1 | 1 | 3 | -1 | -4 | 5
Cc1ccsc1C(=O)N/N=C/c1ccc2c(c1)OCO2 | · | -1 | -7 | -24 | 1 | · | -4
CO[C@@H]1CN(C)C(=O)c2ccc(NS(=O)(=O)c3ccc(Cl)cc3)cc2OC[C@@H](C)N(C(=O)NC(C)C)C[C@@H]1C | 1 | -5 | -7 | -5 | -1 | 16 | -2[16.7 µM]
O=C(N1CCN(c2ccc(F)cc2)CC1)C12CC3CC(CC(C3)C1)C2 | · | · | -3 | -3 | · | · | 5
Cc1cc(C(=O)N2CCN(S(=O)(=O)c3ccccc3C#N)CC2)c(C)o1 | -4 | 2 | 10 | 2 | 0 | 5 | ·
CN1C[C@@H]2[C@H](c3ccccc31)[C@H](CO)N2Cc1ccccc1Cl | -5 | 5 | -14 | 3 | 2 | -2 | -7[16.7 µM]
Cc1ccc(S(=O)(=O)N/N=C2/CC(c3ccccc3)Oc3ccccc32)cc1[N+](=O)[O-] (stereo unspecified) | 41* | · | 5 | -3 | · | -2 | -7
O=C(O)c1cccc(NC(=O)c2cn(-c3ccccc3)nc2-c2ccc(F)cc2)c1 | -3 | 3 | -5 | -10 | -2 | 0 | -3
O=C(NCc1ccco1)/C(=C\C=C\c1ccccc1)NC(=O)c1ccco1 | · | -5 | -1 | 0 | 4 | · | 47
COc1ccc(Cl)cc1-c1cc(C(=O)Nc2cc(OC)c(OC)c(OC)c2)[nH]n1 | 3 | 0 | -2 | · | -3 | -22 | -8
COc1ccc(CN2CCN(S(=O)(=O)c3ccc(NC(C)=O)cc3)CC2)cc1OC | -7 | · | 2 | -2 | · | -4 | -2
CCCCNC(=S)N(CCO)Cc1cc2cc3c(cc2[nH]c1=O)OCCO3 | 2 | 0 | -1 | 9 | 0 | -2 | 5
C[C@H](O)C#Cc1ccc2c(c1)O[C@@H](CN(C)C(=O)C1CCCCC1)[C@@H](C)CN([C@H](C)CO)S2(=O)=O | -5 | -4 | -1 | 14 | 6 | 5 | 3[16.7 µM]
FC(F)(F)c1cccc(Nc2cc(-c3ccccc3)nc3ncnn23)c1 | 1 | 3 | · | -1 | -2 | -10 | -1
